TCR-CD3 inh: human TCR-CD3 binding inhibition | actives 0.37% (n = 360,000) | TAMRA-labeled TCR probe fluorescence, biochemical | AID 651800 | inhibition, % at 9.4 µM; in the data active = inhibition above about 19%;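 also: recombinant mutant TCR 2C K166C tagged with TAMRA read by polarization; 0% = receptor in buffer alone and 100% = receptor with positive control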
PG9 binder: PG9 antibody binding by small molecule; actives 0.43% (n = 360,000); inhibition, % at 6.7 µM; TR-FRET gp120-PG9 antibody binding; in the data active = inhibition above about 8.5%
LEDGF integ inh: blocks HIV-1 LEDGF/p75-dependent DNA integration | TR-FRET IN-LEDGF/p75 DNA integration, Eu/Cy5 | actives 0.64% (n = 370,000) | inhibition, % at 3.7 µM;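 active = inhibition above the screen-wide mean plus 3 SD, cut at about 13% in these data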;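 also: signal is the Cy5 over europium emission ratio at 671 and 618 nm; 0% = plate median of compound wells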
ABHD4 inh: inhibits mouse alpha/beta hydrolase domain 4; actives 0.54% (n = 370,000); AID 720543; Q8VD66; inhibition, % at 8.92 µM; purified mABHD4, FP-Rh probe fluorescence polarization;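 active = inhibition exceeding the mean over every tested compound plus 3 SD, cut at about 30% in these data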;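 also: 0% = plate median of compound wells and 100% = S159A mutant with DMSO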
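Test system: mABHD4 protein; Read-out basis: % inhibition; Incubation: 45 min + 60 min at 25 °C; Repeats: single replicate; Technique: fluorescence polarization with parallel and perpendicular emission, 525/598 nm; Compound: 8.92 µM, single dose; Benchmarks: full inhibition S159A mutant plus DMSO, zero as sample-well median.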
PRMT1 FP inh: PRMT1 (human) inhibition, primary screen. Q99873. recombinant PRMT1, activity-based probe fluorescence polarization. inhibition, % at 2.79 µM. actives 1.3% (n = 370,000);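 active = inhibition above about 21% made by adding two undisclosed values, limit read from the data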
TDP2 absorb: TDP2 (human) inhibition, absorbance primary screen; O95551; recombinant TDP2, T5PNP hydrolysis, p-nitrophenol absorbance 415 nm; inhibition, % at 12.8 µM; actives 0.34% (n = 370,000); AID 720702;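 active = inhibition above the mean of all tested compounds plus 3 SD, set per campaign, cut at about 25% in these data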;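 also: 0% = DMSO with enzyme and 100% = buffer with substrate but no TDP2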
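Assay system: recombinant human TDP2 / Reagent: T5PNP substrate at 5 mM, a TopII-DNA adduct mimic / Measured by: epi absorbance from released p-nitrophenol / Evaluation: % inhibition relative to enzyme-containing and enzyme-free wells / Control set: enzyme-free and DMSO wells / Replicates: each compound tested once, singlicate / Schedule: enzyme reaction with compound for 2 h at 37 °C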
HTRA1 inh: inhibitors of human serine peptidase HTRA1; Q92743; recombinant HTRA1, FP-rhodamine activity-based probe, fluorescence polarization; inhibition, % at 5.96 µM; actives 0.5% (n = 340,000); in the data active = inhibition above about 36%;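 also: 0% = enzyme with DMSO and 100% = wells lacking enzyme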
Target sequence (Q92743 whole entry, looked up): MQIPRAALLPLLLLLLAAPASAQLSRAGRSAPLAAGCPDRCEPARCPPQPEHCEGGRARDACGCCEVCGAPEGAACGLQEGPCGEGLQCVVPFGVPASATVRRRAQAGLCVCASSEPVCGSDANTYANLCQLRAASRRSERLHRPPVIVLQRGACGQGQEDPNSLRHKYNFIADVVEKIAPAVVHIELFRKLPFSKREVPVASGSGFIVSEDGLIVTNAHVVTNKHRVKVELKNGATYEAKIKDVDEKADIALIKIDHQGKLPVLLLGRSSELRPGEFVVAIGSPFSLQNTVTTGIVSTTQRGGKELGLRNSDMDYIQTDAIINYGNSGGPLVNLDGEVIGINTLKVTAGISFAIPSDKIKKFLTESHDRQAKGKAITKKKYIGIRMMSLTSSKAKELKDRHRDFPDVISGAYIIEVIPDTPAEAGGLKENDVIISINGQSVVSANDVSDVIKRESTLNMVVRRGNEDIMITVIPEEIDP
rCAG RNA binder: r(CAG) repeat RNA binding; TO-PRO-1 dye displacement fluorescence; inhibition, % at 3 µM; actives 1.3% (n = 370,000); AID 651821;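 active = inhibition above the plate cutoff, the mean of all test compounds on that plate plus 3 SD, cut at about 35% in these data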;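 also: 0% = DMSO alone and 100% = 100 µM mitoxantrone as full dye displacement; higher means more dye released from RNA so lower well fluorescence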
Rev-erbA mod: Rev-erb alpha (human) modulation; actives 0.79% (n = 370,000); Rev-erbα–FITC-DNA binding, fluorescence polarization, 90 min; activity, % at 10 µM;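 active = activity above about 14%, limit read from the data; passing the limit was not always enough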;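 also: 0% = DMSO wells with 35 nM protein and 100% = DMSO wells with 750 nM protein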
SIAE inh: blocks human sialic acid acetylesterase; Q9HAT2; SIAE FP-Rh probe binding, fluorescence polarization; inhibition, % at 9.66 µM; actives 0.69% (n = 370,000);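 active = inhibition above a cutoff: mean of compounds within the control limits plus 3 SD of those, cut at about 17% in these data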;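 also: 0% = plate median of compound wells and 100% = probe without SIAE protein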
Target sequence (Q9HAT2 whole entry, looked up): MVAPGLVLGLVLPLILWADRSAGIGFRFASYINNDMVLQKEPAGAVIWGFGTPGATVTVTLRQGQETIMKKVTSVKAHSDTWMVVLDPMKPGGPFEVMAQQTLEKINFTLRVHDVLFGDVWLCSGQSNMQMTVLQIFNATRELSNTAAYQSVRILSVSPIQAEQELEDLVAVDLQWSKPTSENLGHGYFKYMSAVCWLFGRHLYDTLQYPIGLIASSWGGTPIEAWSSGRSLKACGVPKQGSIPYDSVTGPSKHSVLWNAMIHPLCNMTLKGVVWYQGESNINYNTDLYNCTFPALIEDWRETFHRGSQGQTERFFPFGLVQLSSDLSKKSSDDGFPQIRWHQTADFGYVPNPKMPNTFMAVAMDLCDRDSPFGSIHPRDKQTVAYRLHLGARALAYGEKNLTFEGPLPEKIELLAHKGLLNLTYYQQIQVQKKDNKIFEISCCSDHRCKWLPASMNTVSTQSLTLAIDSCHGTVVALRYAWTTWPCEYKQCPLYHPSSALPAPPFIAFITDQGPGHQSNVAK
Starred values were filed as active, the others as inactive; / = not tested or not shown. An excerpt, so the mix of outcomes need not match the whole.

SMILES | TCR-CD3 inh | PG9 binder | LEDGF integ inh | ABHD4 inh | PRMT1 FP inh | TDP2 absorb | HTRA1 inh | rCAG RNA binder | Rev-erbA mod | SIAE inh
Cc1cccc(C)c1NC(=S)N/N=C/c1ccc(OCCC(C)C)cc1 | -2 | -0.6 | -2 | -2 | -1 | 2 | -11 | 7 | 6 | -8
CCCCc1cc(=O)oc2cc(OCC(=O)N(CC)CC)c(Cl)cc12 | -11 | 0.7 | -3 | -6 | 1 | -7 | -7 | -1 | -6 | -4
CCN1CCN(C(=S)NC(=O)c2cccs2)CC1 | 10 | -2.6 | 2 | -2 | 1 | 8 | 4 | 0 | -4 | 2
COc1cccc(CN(C(=O)COc2ccc(C)cc2)C2CCS(=O)(=O)C2)c1 (stereo unspecified) | -4 | -1.3 | -1 | -1 | 1 | 8 | 2 | -4 | 3 | 12
COc1ccc(/C=N/NC(=O)c2ccccc2)cc1OS(=O)(=O)c1ccccc1 | 0 | -1.2 | 0 | -16 | 1 | 8 | -27 | 1 | -1 | -18
Cc1cc(N2CC(=O)N(CCc3ccccc3)C(=O)C2)n2ncnc2n1 | 3 | 1.1 | -1 | -1 | -1 | 2 | 10 | -4 | -3 | 0
Cc1cccc2nc(-c3cccnc3)c(NCCC(C)C)n12 | 8 | 0.2 | -4 | 5 | 3 | 11 | -1 | -4 | -5 | 8
CC1CC(C)CN(CCC(=O)Nc2ccc3c(c2)CCC3)C1 (stereo unspecified) | -6 | -2.4 | -5 | 8 | 2 | 0 | -8 | -8 | -4 | 1
Cc1nc(NC(=O)CSC2=NCCS2)sc1C(=O)N(C)C | 4 | 0.5 | 0 | 10 | 8 | -11 | -1 | 2 | -8 | 2
COc1cc(NC(=O)c2ccco2)c(C(=O)O)cc1OC | -3 | -0.6 | -4 | 6 | 0 | 13 | 5 | 2 | 2 | 4
CNC(=O)NC(=O)Cn1cnc2sc(-c3ccccc3)cc2c1=O | -4 | 0.5 | 1 | 1 | -4 | 6 | / | -2 | 1 | 3
Cc1ccc(NC(=O)NCC2CC2(Cl)Cl)cc1 (stereo unspecified) | -3 | -0.7 | -3 | 4 | 2 | 0 | 1 | -1 | -1 | 4
CC(C)[C@H](NC(=O)C1CCC(CNC(=O)[C@@H]2CCCN2C(=O)OC(C)(C)C)CC1)C(=O)O (stereo partly specified) | 4 | -2.0 | -4 | -4 | -3 | -3 | 2 | -1 | 3 | 3
CCC(CC)C(=O)NCCc1ccc(OC)cc1 | -1 | -1.2 | -2 | -4 | 0 | -6 | -1 | -2 | -4 | 17*
CCc1cccc(NC(=S)Nc2cccc3ccccc23)c1 | 2 | -0.7 | -1 | 3 | 2 | -6 | 1 | 5 | -3 | 7
Cc1ccc(S(=O)(=O)NC2CCCCC2)cc1 | 6 | -0.8 | 0 | -5 | 0 | 5 | -4 | -1 | -6 | -2
COCCCn1c(=O)/c(=C/c2ccccc2OC(C)C)s/c1=C(\C#N)C(=O)Nc1ccc(C(=O)O)cc1 | -2 | 0.2 | 4 | -36 | -2 | -8 | -16 | 22 | -6 | -13
Cc1ccc(S(=O)(=O)N(C)C)cc1NC(=O)Cn1c(CN2CCOCC2)nc2ccccc2c1=O | 2 | 1.0 | 1 | 4 | -2 | -3 | -6 | 4 | 3 | 5
O=C(COc1ccccc1N1C(=O)C2C3C=CC(C3)C2C1=O)c1ccccc1 (stereo unspecified) | 0 | 0.9 | 7 | 4 | -1 | -2 | 1 | -4 | 8 | 6
O=C(CN1C(=O)NC2(CCc3ccccc32)C1=O)Nc1ccccc1OC(F)F (stereo unspecified) | 4 | -1.6 | 1 | 2 | -1 | 0 | -9 | 2 | -1 | -8
COc1ccc(NC(=O)c2cccc3c2C(=O)c2ccc(-c4ccc(F)cc4OCc4ccccc4)cc2S3(=O)=O)cc1 | -8 | 0.2 | -1 | -20 | 2 | -5 | -3 | 13 | 4 | -10
COc1ccc(-c2nnn(CC(=O)N(CCCO)C(C(=O)NC3CCCC3)c3ccncc3)n2)cc1 (stereo unspecified) | -2 | 2.8 | -9 | -2 | 2 | -2 | -9 | -1 | -1 | 0
CC(=O)c1ccc(OCCCC(=O)NCC(c2ccco2)N(C)C)cc1 (stereo unspecified) | 1 | -0.1 | 0 | 1 | 0 | 6 | 1 | -3 | 5 | -2
CC1(C)C(=O)Nc2ccccc2N1C(=O)COc1ccc(S(=O)(=O)N2CCOCC2)cc1Cl | 0 | -2.4 | -1 | 5 | 0 | -6 | 4 | 4 | -2 | -2
COc1ccc(NCc2nnc(SCC(=O)Nc3nc(-c4ccccc4)cs3)n2-c2ccccc2)cc1 | 4 | -1.5 | 1 | -10 | 2 | -2 | 4 | 8 | -1 | 4
COCc1c(C)cc(C)c(/C=N/O)c1C | 5 | -1.1 | -2 | -2 | 0 | -1 | 9 | -4 | -3 | 4
O=c1[nH]c(CCl)nc2cc(-c3ccc(Cl)cc3)sc12 | -1 | -0.4 | 7 | -9 | 4 | -14 | -10 | 4 | 5 | -8
CCOC(=O)N1CCC(=NNC(=O)Cn2ccc(C(F)(F)F)n2)CC1 | 1 | -0.9 | 0 | 1 | 0 | 8 | -8 | -3 | 0 | -1
Cc1cccc(OCC2Cn3c(nc4c3c(=O)[nH]c(=O)n4C)O2)c1 (stereo unspecified) | -1 | -3.0 | 1 | -9 | -6 | 2 | 1 | -1 | -1 | 1
Cc1cc(C(=O)N2CC=C(c3ccccc3)CC2)c2ccccc2n1 | -6 | 0.9 | 2 | -8 | -2 | -5 | -3 | 1 | 4 | 2
O=C(OCC1COc2ccccc2O1)c1c(F)cccc1F (stereo unspecified) | 8 | -1.0 | -4 | -7 | -3 | -3 | -7 | -3 | 6 | -2
CC(C)NC(=O)CN(C(=O)CCC(=O)Nc1ccccn1)c1ccc(F)c(Cl)c1 | -5 | 1.3 | 1 | 5 | 3 | 10 | 0 | -6 | 6 | -3
CC(C)CN(CC(C)C)c1nc(N)c(C#N)c(CC#N)c1C#N | 0 | 2.0 | 0 | -10 | -1 | -16 | -23 | 1 | 4 | 4
CC(C)Cc1cc(C(=O)N2CCC(N3CCC(C(=O)N4CCCC4)CC3)CC2)n[nH]1 | 1 | 0.5 | 0 | -1 | 1 | 2 | 4 | -3 | -1 | -1
CCc1ccc(NC(=O)CCc2nc3sc4c(c3c(=O)[nH]2)CCCC4)cc1 | 14 | 7.3 | 0 | -5 | 0 | -15 | -14 | 19 | 19* | -22
O=C(CSc1ncnc2c1nnn2Cc1ccc(F)cc1)NCC1CCCO1 (stereo unspecified) | 1 | -0.6 | 1 | 5 | -2 | 12 | -6 | -4 | 0 | 15
COC(=O)C1=CN(Cc2ccc(F)cc2)C=C(C(=O)OC)C1c1ccc(O)c(OC)c1 | 8 | -1.6 | 0 | -3 | -3 | -16 | 4 | -3 | 13 | -1
COc1cccc(C(=O)Nc2cc(OC)ccc2NC(=O)c2ccco2)c1 | 1 | -1.0 | 0 | 5 | -2 | 12 | -4 | -4 | -1 | 2
CCOC(=O)c1sc(NCC2CCCO2)nc1C (stereo unspecified) | 0 | -2.5 | -3 | -2 | -1 | -8 | 9 | -5 | 1 | 7
CCn1c(SCC(=O)NC2CC2)nnc1-c1cccc(OC)c1 | 7 | 0.4 | -1 | -1 | -2 | -9 | 1 | -2 | 4 | 9
COc1ccc(C(=O)NCC(=O)NC2=NCCS2)cc1 | -13 | -0.6 | -2 | -4 | 6 | -2 | 7 | 0 | -3 | -2
O=C(NC1CCCCC1)C(c1cccs1)N(CCCN1CCOCC1)C(=O)c1ccc(-c2ccccc2)[nH]1 (stereo unspecified) | -6 | -1.2 | 0 | 6 | -1 | 9 | -15 | -3 | -2 | 0
CCC1C(=O)NCCN1C(=O)c1cc(COc2cc(C)ccc2C)on1 (stereo unspecified) | -3 | 0.1 | -1 | 4 | -1 | 12 | -1 | -1 | 1 | 4
O=C1C2CCCN2C(c2ccc(Cl)cc2)N1c1nccs1 (stereo unspecified) | 4 | -0.2 | 0 | 6 | 1 | -7 | 8 | -2 | 5 | 2
CC(O)(c1cccc(F)c1)c1nc(-c2csc3ccccc23)cs1 (stereo unspecified) | 0 | -2.5 | -1 | -38 | 0 | 2 | / | 1 | 3 | -18
O=C(Nc1ccccc1C(F)(F)F)c1cnccn1 | 6 | -0.9 | -3 | 0 | -1 | 12 | -4 | -1 | -2 | 3
COCC(C)n1c(SCC(=O)N2CCCCC2)nc2ccccc2c1=O (stereo unspecified) | 6 | -1.2 | 0 | 3 | 0 | 9 | 3 | -7 | -7 | -3

Arranged by number of heavy atoms (falling): 11 of the compounds above.
SMILES | TCR-CD3 inh | PG9 binder | LEDGF integ inh | ABHD4 inh | PRMT1 FP inh | TDP2 absorb | HTRA1 inh | rCAG RNA binder | Rev-erbA mod | SIAE inh
CC(C)Cc1cc(C(=O)N2CCC(N3CCC(C(=O)N4CCCC4)CC3)CC2)n[nH]1 | 1 | 0.5 | 0 | -1 | 1 | 2 | 4 | -3 | -1 | -1
O=C(CN1C(=O)NC2(CCc3ccccc32)C1=O)Nc1ccccc1OC(F)F (stereo unspecified) | 4 | -1.6 | 1 | 2 | -1 | 0 | -9 | 2 | -1 | -8
O=C(CSc1ncnc2c1nnn2Cc1ccc(F)cc1)NCC1CCCO1 (stereo unspecified) | 1 | -0.6 | 1 | 5 | -2 | 12 | -6 | -4 | 0 | 15
COc1cccc(C(=O)Nc2cc(OC)ccc2NC(=O)c2ccco2)c1 | 1 | -1.0 | 0 | 5 | -2 | 12 | -4 | -4 | -1 | 2
Cc1cccc(C)c1NC(=S)N/N=C/c1ccc(OCCC(C)C)cc1 | -2 | -0.6 | -2 | -2 | -1 | 2 | -11 | 7 | 6 | -8
CCOC(=O)N1CCC(=NNC(=O)Cn2ccc(C(F)(F)F)n2)CC1 | 1 | -0.9 | 0 | 1 | 0 | 8 | -8 | -3 | 0 | -1
CCc1cccc(NC(=S)Nc2cccc3ccccc23)c1 | 2 | -0.7 | -1 | 3 | 2 | -6 | 1 | 5 | -3 | 7
O=C1C2CCCN2C(c2ccc(Cl)cc2)N1c1nccs1 (stereo unspecified) | 4 | -0.2 | 0 | 6 | 1 | -7 | 8 | -2 | 5 | 2
O=C(Nc1ccccc1C(F)(F)F)c1cnccn1 | 6 | -0.9 | -3 | 0 | -1 | 12 | -4 | -1 | -2 | 3
CCN1CCN(C(=S)NC(=O)c2cccs2)CC1 | 10 | -2.6 | 2 | -2 | 1 | 8 | 4 | 0 | -4 | 2
Cc1ccc(S(=O)(=O)NC2CCCCC2)cc1 | 6 | -0.8 | 0 | -5 | 0 | 5 | -4 | -1 | -6 | -2
